Pf growth 48h = Primary qHTS for delayed death inhibitors of the malarial parasite plastid, 48 hour incubation; P. falciparum luciferase growth in erythrocytes, 48 h; Potency, µM (titrated, usually from 28.7 µM), for inactives: top-dose activity change, negative = inhibition, most hits filed as inhibitors; hit rate 5.9% among 310,000; AID 504832, 2011; note: potency is the fitted concentration of half-maximal effect; % is set by controls: 0 for no effect and ±100 for the full control effect
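A one-generation exposure of luciferase-tagged malaria parasites in RPMI 1640/Albumax erythrocyte culture, 37 C and 5% CO2. Inhibition is inferred from decreased luminescence after adding detection reagent.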
FBPA Giardia inh = qHTS Assay for Inhibitors of Fructose-1,6-bisphosphate Aldolase from Giardia Lamblia | A8B2U2 | purified Giardia FBPA | Potency, µM (top dose mostly 59.6 µM), inactives show at the highest dose activity, negative = inhibition, most hits filed as inhibitors | hit rate 0.71% among 290,000; note: potency is the fitted concentration of half-maximal effect; % is set by controls: 0 for no effect and ±100 for the full control effect; nearly all actives have a fitted effect of over 55% in size
Target sequence (A8B2U2 whole entry, looked up): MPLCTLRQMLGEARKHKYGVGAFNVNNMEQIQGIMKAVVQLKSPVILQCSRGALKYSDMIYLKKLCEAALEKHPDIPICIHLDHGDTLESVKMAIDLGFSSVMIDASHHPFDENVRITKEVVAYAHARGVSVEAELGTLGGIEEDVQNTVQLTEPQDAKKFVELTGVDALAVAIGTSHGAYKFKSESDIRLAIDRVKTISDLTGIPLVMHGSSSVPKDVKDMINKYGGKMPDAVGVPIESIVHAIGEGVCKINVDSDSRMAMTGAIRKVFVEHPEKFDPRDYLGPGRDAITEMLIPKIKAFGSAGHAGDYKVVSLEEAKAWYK
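Giardia FBPA (40 nM reagent) was preincubated 10 min at RT with compound (up to 57.5 uM final), then substrate plus GAPDH/TPI/NAD/arsenate coupling system with diaphorase/resazurin was added; resorufin fluorescence (525/598 nm) was read after 20 min.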
CHX counter = Cycloheximide Counterscreen for Small Molecule Inhibitors of Shiga Toxin; cell reporter, cycloheximide protein synthesis inhibition counterscreen; max response, %; hit rate 12% among 300,000; AID 2314, 2010; in the data active = max response mostly above about 13%, no sharp cut-off; inactive = mostly below about 14%; note: read at 38.3 µM for the half of the compounds with a filed dose; 0% is about no effect
Pf growth 96h = Primary qHTS for delayed death inhibitors of the malarial parasite plastid, 96 hour incubation. P. falciparum luciferase reporter growth, 96 h. Potency, µM (highest dose often 28.7 µM), for the others: top-dose activity change, negative = inhibition, hits mostly inhibitors. hit rate 6.9% among 320,000; note: potency is the fitted concentration of half-maximal effect; % is set by controls: 0 for no effect and ±100 for the full control effect
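Luminescence readout: decreased luciferase signal marks inhibited growth of reporter-expressing P. falciparum in infected red cells (2% hematocrit, 0.05% parasitemia final), exposed to compound two generations (96 h, 37 C, 5% CO2).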
Sm TGR block = qHTS Assay for the Inhibitors of Schistosoma Mansoni Peroxiredoxins; purified TGR, DTNB reduction, TNB absorbance 405 nm; Potency, µM (doses to about 114 µM), without a hit: at the top dose activity change, negative = inhibition, actives largely listed as inhibitors; hit rate 3% among 360,000; note: potency is the fitted concentration of half-maximal effect; % is set by controls: 0 for no effect and ±100 for the full control effect; nearly all actives have a fitted effect of over 60% in size
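TGR 20 nM + NADPH 100 uM (dispensed conc.), cpd preinc 15 min RT; start with NADPH (500 uM addition) then DTNB (15 mM addition). Kinetic TNB absorbance, 405 nm filter. Four-parameter Hill fit across titration.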
Shiga inhibitor = A qHTS for Small Molecule Inhibitors of Shiga Toxin. Vero cells, Shiga toxin protein synthesis inhibition reporter. inhibition, % at 38.7 µM. hit rate 9.2% among 290,000. AID 2315, 2010; in the data active = inhibition mostly above about 28%, no sharp cut-off; inactive = mostly below about 43%; note: 0% is about no effect
* hit, by the source's call; ? = inconclusive; nt = no result given; & = joins results of further samples; [ ] = another dose, or the depositor's remark. Unless noted, calls come from the whole dose curve; as a rule, active = well fitted curve in the direction sought with a large enough effect; inconclusive = small, poorly fitted or top-dose-only effect, or another doubt; inactive = no such curve, though single readings can be large; an effect the other way counts as inactive or inconclusive.

SMILES | Pf growth 48h | FBPA Giardia inh | CHX counter | Pf growth 96h | Sm TGR block | Shiga inhibitor
Cn1c(/C(C#N)=C2/CCCCCN2)nc2ccccc21 | 29.3% | 1.3% | 9.0 | 31.3%[activator] | 5.6% | 9.3
COc1ccc(CNC(=O)CSc2cccc3cccnc23)cc1 | -6.7% | -4.9% | 11.7 | 4.6% | 4.8% | 10.7
COC(=O)c1sccc1NC(=S)Nc1cc(C)ccc1OC | ? | -13.5% | -3.8 | 38.4%[activator] | -5.0% | -3.6
COc1ccc(OCc2cc(C(=O)NCCN3CCCC(O)C3)no2)c(Cl)c1 (configuration not stated) | 10.4% | nt | 2.0 | ? | ? | 4.4
Cc1ccc(NC(=S)NC(NC(=O)c2ccccc2)C(Cl)(Cl)Cl)c(C)c1 (configuration not stated) | 10.4µM* | -5.1% | 0.6 | ? | -0.3% | 12.1
Cc1ccc(NC(=O)Cn2c(C)cc(C)c(C#N)c2=O)c(Cl)c1 | 9.7% | -2.0% | 5.7 | 7.4% | -33.4% | -19.9
COc1ccc(OCc2cc(C(=O)NC3Cc4ccccc4C3)no2)c(Cl)c1 | 15.4% | -2.1% | -4.1 | 0.6% | 2.0% | 12.6
Cc1[nH]c(=O)[nH]c(=O)c1S(=O)(=O)N1CCN(c2ccccc2)CC1 | ? | -9.2% | 7.8 | 1.7% | 8.5% | -3.2
Cc1cc(C)cc(N=c2c([N+](=O)[O-])nn(-c3ccc4c(c3)OCCO4)n2O)c1 | 49.4%[activator] | -19.5% | 17.3* | 39.0%[activator] | 2.5% | 18.1
Cc1cc(OC(C)C(=O)NCc2ccccn2)c2c(C)c(C)c(=O)oc2c1 (configuration not stated) | ? | nt | -2.2 | ? | -7.5% | 2.9
Cc1occc1C(=O)NCc1ccccc1 | 2.4% | nt | 0.7 | nt | ? | 30.4
COc1cc(C)c(CNc2ccc(OC)c(OC)c2)cc1C | 9.28µM* | ? | 13.9* | nt | ? | 75.8*
Cc1ccc(S(=O)(=O)N(C)c2ccccc2C(=O)Nc2ccc3c(c2)OCCO3)cc1 | 0.9% | -4.9% | -0.8 | 9.2% | 13.7% | 9.8
CCOc1cc(/C=N/O)ccc1OCc1ccccc1F | 29.8% | -7.8% | 30.7* | 28.8% | -2.3% | 40.7*
CCN1CCc2c(sc(NC(=O)c3ccc(C(=O)c4ccccc4)cc3)c2C(N)=O)C1 | ? | -26.2% | -2.5 | ? | 2.0% | -10.9
CC(C)(C)c1ccc(S(=O)(=O)NCc2ccc(C(=O)NCC3CCCO3)cc2)cc1 (configuration not stated) | ? | nt | -1.4 | 5.9% | -16.6% | -10.4
CCSc1nnc(NC(=O)Cc2ccc(OC)cc2)s1 | ? | 4.5% | 16.9 | 20.8% | 14.3% | 6.4
Cc1cccc(NC(=O)Cc2nnc(NC(=O)Nc3ccccc3F)s2)c1 | 4.0% | 1.3% | -1.2 | -8.0% | nt | -7.1
Cc1oc(-c2ccc(Cl)cc2)nc1CS(=O)CC(=O)NCc1ccco1 (configuration not stated) | 19.2% | 5.6% | -3.0 | ? | ? | -12.4
O=C(CSc1nnc(COc2ccccc2)o1)NC1CC2CCC1C2 (configuration not stated) | 12.0% | nt | 13.3 | -6.6% | 0.0% | 17.6
CCCC(NS(=O)(=O)c1ccc(C)cc1)C(=O)O (configuration not stated) | nt | 6.4% | -4.2 | -8.7% | -17.8% | -11.4
CN(C)c1ccc(CNC2C3CC4CC(C3)CC2C4)cc1 (configuration not stated) | ? | -18.9% | -2.3 | -13.1% | 8.4% | -13.3
O=C(CSc1nc2ccccc2o1)Nc1nc(-c2ccccc2)c(-c2ccccc2)s1 | -4.4% | -3.0% | -6.4 | -17.9% | -8.7% | -4.4
CCOC(=O)CNc1c(-c2ccccc2)nc2ccc(Cl)cn12 | 40.2%[activator] | nt | 7.5 | 93.1%[activator] | 3.6% | 25.3
Cc1cc([N+](=O)[O-])nn1CC(=O)Nc1ccc(F)cc1 | -1.8% | -1.5% | 1.0 | -3.2%[5.75 µM] | -5.8% | -7.8
COc1ccc(-n2nnnc2SCC(=O)Nc2ccccc2)cc1 | 5.4% | 3.6% | -4.2 | 5.4% | -18.3% | -15.5
NS(=O)(=O)c1cc(C2(O)NC(=O)c3ccccc32)ccc1Cl (configuration not stated) | 4.9% | -1.2%&-5.0% | -5.0 | -11.3% | 10.2% | -2.8
COC(CNC(=O)CN1C(=O)COc2ccc(S(=O)(=O)N3CCOCC3)cc21)OC | -10.2% | nt | -4.0 | ? | -3.3% | -8.0
COc1ccc(-n2nnnc2SCC(=O)N2CCN(C(=O)c3ccco3)CC2)cc1OC | ? | 3.3% | -2.5 | ? | -3.8% | 11.5
Cc1cc(C2=NNC(=Nc3ccc(S(=O)(=O)N4CCOCC4)cc3)SC2)c(C)n1C | 1.5% | ? | -1.9 | -17.7% | -22.0% | -8.7
CCCN(CCC(=O)Nc1cc(OC)cc(OC)c1)CC1CC1 | ? | ? | -3.1 | -12.9% | -10.3% | -8.9
COc1ccc2c(c1)c(/C=N/Nc1nc3ccccc3[nH]1)c(C)n2C | 1.47µM* | -13.8% | 6.8 | 1.65µM* | 3.9% | 35.5
O=C(O)CCc1ccc(-c2ccccc2)n1NC(=O)c1cccs1 | 21.4% | 5.8% | -1.0 | ? | 50.1µM* | 4.0
O=c1ccc2cc(S(=O)(=O)N3CCN(c4ccccc4F)CC3)ccc2[nH]1 | 1.8% | 5.9% | -3.0 | ? | -27.8% | 0.6
Cc1ccc(S(=O)(=O)CCc2nc3ccccc3[nH]2)cc1C | ? | -12.6% | 0.2 | ? | -2.1% | 5.8
CCOc1ccc(CN(C(=O)c2ccccn2)c2ccc(OC)c(Cl)c2)cc1 | 9.7% | 2.4% | 31.3 | 3.2% | -5.2% | 64.4*
CN1CCN(c2ccc(NC(=O)c3cccs3)cc2)CC1 | 78.8%[activator] | -0.3% | 32.1* | ? | nt | 40.5
O=C(NCc1ccc2c(c1)OCO2)Oc1ccccc1 | nt | -0.2% | -3.3 | ? | 83.9%[activator] | -11.6
COc1ccc(C(=O)NC2CCCc3c2cnn3-c2ccccc2F)o1 (configuration not stated) | ? | nt | 10.0 | -10.1% | -17.2% | -8.6
CN(C=C1C(=O)CC(C)(C)CC1=O)CCN1CCNCC1 | 8.3% | -1.7% | -2.0 | 58.4%[activator] | 22.4µM* | -17.3
Cc1ccc(CNC(=O)C2CCC(=O)N(CCc3ccccn3)C2)s1 (configuration not stated) | 6.9% | nt | 15.7 | ? | ? | -1.2
CCNC(=S)NN=C1CCC(C(C)(C)C)CC1 (configuration not stated) | nt | -21.5% | 11.5 | ? | 0.0% | 12.6
COc1ccc(C(=O)Nc2ccc(Cl)cc2C(=O)NCCO)cc1 | -13.3% | -11.3% | -4.4 | ? | ? | -4.9
COc1ccc(C2(CNC(=O)c3ccc(C)cc3)CCOCC2)cc1 | -10.0% | -11.8% | -2.1 | 22.4% | nt | -4.0
O=C(NCc1ccco1)c1cnn2c(C(F)(F)F)cc(-c3cccs3)nc12 | ? | 1.5% | 2.0 | 9.28µM* | ? | -6.4
COc1ccccc1NC(=O)c1cc(C(=O)Nc2ccccc2OC)cc(N2C(=O)CCC2=O)c1 | 11.3% | 3.9% | -1.6 | 7.9% | ? | -2.7
O=C(O)/C=C/c1ccc([N+](=O)[O-])o1 | -2.4% | -5.5% | -1.6 | ? | 28.2µM* | -8.1
O=c1cc(-c2ccccc2)nc2nc(CCc3ccccc3)[nH]n12 | -13.7% | -0.7% | -0.7 | 7.1% | 6.0% | 17.5
CCOC(=O)Cc1csc(NC(=O)CSc2nnc(-n3nc(C)cc3C)c3ccccc23)n1 | -9.9% | -0.7% | -1.1 | 15.7% | 5.1% | 11.1
CCOc1ccc(NC(=O)C2CC(=O)N(C)C(=Nc3ccc4c(c3)OCO4)S2)cc1 (configuration not stated) | 25.4% | 6.6% | 2.0 | 8.5% | -1.0% | -7.3
COc1ccc(NC(=O)c2cc([N+](=O)[O-])ccc2N2CCCCC2)cc1 | ? | -1.4% | -8.9 | 8.3% | -10.5% | -9.8
CCOc1ccccc1NC(=S)N(CCOC)C1CCN(C(C)=O)CC1 | 101.5%[activator] | 0.8% | -4.6 | 44.0%[activator] | 5.5% | -4.7
O=C(COc1ccccc1)Nc1cccc2c1CCCC2 | 26.0% | 4.5% | 7.5 | 3.0% | -3.0% | 9.2
CCOC(=O)C1=C(N)Oc2cc(O)ccc2C1c1ccc([N+](=O)[O-])cc1 (configuration not stated) | 9.28µM* | -18.8% | -3.5 | ? | 5.1% | -12.8
Cc1ccc(C(N)=O)cc1S(=O)(=O)Nc1cccc(C)c1C | ? | -0.2% | -1.3 | 20.4% | -14.6% | -15.5
c1ccc(-c2oc3ncnc(NCCCn4ccnc4)c3c2-c2ccccc2)cc1 | 13.1µM* | 16.7% | 0.5 | 22.3% | -26.3% | -13.7
COC(=O)c1cc(Br)c(=O)n(-c2ccccc2F)c1 | ? | 1.3% | 1.0 | 32.5%[activator] | 0.7% | -16.5
O=C(OCc1ccccc1C(F)(F)F)c1cc([N+](=O)[O-])ccc1N1CCOCC1 | ? | 7.7% | 0.5 | ? | 2.5% | 2.6
O=C(CSc1n[nH]c(=O)[nH]c1=O)NC1CCCCC1 | 17.9% | -9.0% | -4.1 | -30.5% | 12.6% | -4.1
CC(C)[C@H](Nc1ccc(S(=O)(=O)N2CCOCC2)cc1[N+](=O)[O-])C(=O)OCC(=O)N(C(C)C)C(C)C | ? | -1.0% | -2.3 | 5.22µM* | -12.1% | 3.4

Given field by field: 3 of the compounds above
compound: COC(=O)c1cc(Br)c(=O)n(-c2ccccc2F)c1
  Pf growth 48h: ?	FBPA Giardia inh: 1.3%	CHX counter: 1.0	Pf growth 96h: 32.5%[activator]	Sm TGR block: 0.7%	Shiga inhibitor: -16.5

compound: O=C(OCc1ccccc1C(F)(F)F)c1cc([N+](=O)[O-])ccc1N1CCOCC1
  Pf growth 48h: ?	FBPA Giardia inh: 7.7%	CHX counter: 0.5	Pf growth 96h: ?	Sm TGR block: 2.5%	Shiga inhibitor: 2.6

compound: O=C(CSc1n[nH]c(=O)[nH]c1=O)NC1CCCCC1
  Pf growth 48h: 17.9%	FBPA Giardia inh: -9.0%	CHX counter: -4.1	Pf growth 96h: -30.5%	Sm TGR block: 12.6%	Shiga inhibitor: -4.1

Following part.
SMILES | Pf growth 48h | FBPA Giardia inh | CHX counter | Pf growth 96h | Sm TGR block | Shiga inhibitor
O=C(N/N=C\c1cccc(Br)c1)c1ccccc1-n1cccc1 | -10.8% | ? | 1.8 | nt | 6.2% | 14.5
COc1ccc(CC(=O)NC(C)(C)CC(C)=O)cc1OC | -2.1% | 7.6% | 4.7 | -12.4% | 1.6% | -4.6
O=C(NC1CCCCC1)n1c(=O)oc2cc(S(=O)(=O)N3CCCCC3)ccc21 | 47.3%[activator] | 13.8% | 6.6 | 3.7% | 3.3% | -0.8
C/C(=N\OC(=O)c1ccc(F)cc1)c1sc(-c2ccccc2)nc1C | 78.6%[activator] | 10.7% | 18.8* | 25.0% | 12.0% | 54.2
COc1ccc(CCNC(=S)Nc2ccc(S(=O)(=O)Nc3ncccn3)cc2)cc1OC | -3.9% | 0.4% | -3.2 | -14.1% | -21.2% | -1.7
O=C(NNc1cccc(Cl)n1)c1ccc(Cl)nc1 | 23.6% | -12.5% | 1.1 | 29.0% | -20.1% | -10.5
CCCn1c(N)c(C(=O)CSc2n[nH]c(-c3ccc(C)cc3)n2)c(=O)[nH]c1=O | ? | nt | nt | -10.1% | -1.8% | nt
C=CCc1cc(C=C2C(=O)NC(=O)NC2=O)cc(OC)c1OCc1ccc(C(=O)O)cc1 | 3.3% | -9.9% | -1.5 | -0.9% | ? | 27.1

Source: PubChem BioAssay (National Center for Advancing Translational Sciences (NCATS))
